# Pin1 inhibitor = human Pin1 inhibition | Q13526 | Pin1 FP peptide displacement, HiFluor488, 10 min | Potency, µM (titrated, usually from 115 µM), inactives show at the highest dose activity, negative = inhibition, hits mostly inhibitors | 390,000 tested, 0.009% active | AID 504891; active = well fitted inhibition curve with a large enough effect in the polarisation, with a control signal flat, not every such curve was filed as active; inconclusive = small, poorly fitted or top-dose-only effect, or effect the other way, or a change in a side signal; inactive = no such curve, though single readings can be large or run the other way; the % refers to the polarisation; also: % is scaled to controls: 0 for no effect and ±100 for the full control effect
# JMJD2A Tudor inh = JMJD2A Tudor domain (human) inhibition; O75164; AlphaScreen JMJD2A-Tudor / H3K4me3 peptide binding; Potency, µM (highest dose often 114 µM), for inactives: top-dose activity change, negative = inhibition, most hits filed as inhibitors; 390,000 tested, 4.4% active; AID 504339; also: % is scaled to controls: 0 for no effect and ±100 for the full control effect; nearly all actives have a fitted effect of over 50% in size
# HP1b binding inh = blocks HP1-beta chromodomain binding to methylated histone tails; P83916; AlphaScreen HP1-beta / biotin-H3K9me3 peptide binding; Potency, µM (highest dose often 114 µM), without a hit: top-dose activity change, negative = inhibition, hits mostly inhibitors; 390,000 tested, 0.56% active; also: nearly all actives have a fitted effect of over 70% in size; inactives centre near 23
#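 AlphaScreen: HP1-beta (50 nM) preformed 30 min with biotin-H3(1-18)K9me3 peptide (50 nM) in PBS pH 7.4, 0.01% Tween-20. Compound added for 30 min at RT, then streptavidin donor/nickel chelate acceptor beads (10 ug/mL) for 30 min.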
# Tb PGK inh = blocks T. brucei phosphoglycerate kinase; P07378; PGK/GAPDH coupled, Kinase-Glo luminescence, 60 min; Potency, µM (highest dose often 57.5 µM), inactives show at the highest dose activity change, negative = inhibition, hits mostly inhibitors; 380,000 tested, 0.043% active; also: % is scaled to controls: 0 for no effect and ±100 for the full control effect; nearly all actives have a fitted effect of over 60% in size
#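 Luminescent ATP detection (Kinase-Glo Plus) follows a 60-minute room-temperature incubation, with wells lacking PGK as controls. Buffer: 100 mM TEA (pH 7.6), 5 mM MgCl2, 0.01% Tween-20. Coupling enzyme GAPDH (100 nM final) supplies unstable 1,3-BPG in-well.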
# BAZ2B inh = BAZ2B (human) inhibition; 360,000 tested, 4.4% active; AlphaScreen BAZ2B-H3K14Ac peptide displacement; Potency, µM (top dose mostly 114 µM), inactives show at the highest dose activity change, negative = inhibition, usual class: inhibitors; also: % is scaled to controls: 0 for no effect and ±100 for the full control effect; nearly all actives have a fitted effect of over 60% in size
#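 Protein-peptide AlphaScreen: BAZ2B 50 nM, b-H3K14Ac 50 nM, 1x PBS pH 7.4 + 0.01% Tween-20. Preincubation 30 min RT; cpd 30 min RT (top 110 uM); beads 20 min RT, light-protected.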
# G9a inh = G9a (human) methyltransferase inhibition; Potency, µM (series often up to 102 µM), for the others: top-dose activity, negative = inhibition, hits mostly inhibitors; 350,000 tested, 8.8% active; AID 504332; G9a H3K9 monomethylation, AlphaScreen, 2 h; also: % is scaled to controls: 0 for no effect and ±100 for the full control effect; nearly all actives have a fitted effect of over 75% in size
#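 Chemiluminescent proximity detection of H3K9 monomethylation, read after 10 min bead incubation in the dark. Reaction: 20 nM G9a, 500 nM biotin-H3K9 peptide, 20 uM SAM cofactor, 2 h, room temperature, following 15 min enzyme-compound preincubation.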
# BLM helicase inh = Bloom syndrome helicase (human) inhibition; 350,000 tested, 0.2% active; recombinant BLM DNA unwinding, fluorescence dequenching; Potency, µM (top dose mostly 56.1 µM), without a hit: at the highest dose activity change, negative = inhibition, hits mostly inhibitors; P54132; AID 2528;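 also: plate controls were vehicle for no effect and no enzyme for full effect; nearly all actives have a fitted effect of over 35% in size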
# Target sequence (P54132 whole entry, looked up): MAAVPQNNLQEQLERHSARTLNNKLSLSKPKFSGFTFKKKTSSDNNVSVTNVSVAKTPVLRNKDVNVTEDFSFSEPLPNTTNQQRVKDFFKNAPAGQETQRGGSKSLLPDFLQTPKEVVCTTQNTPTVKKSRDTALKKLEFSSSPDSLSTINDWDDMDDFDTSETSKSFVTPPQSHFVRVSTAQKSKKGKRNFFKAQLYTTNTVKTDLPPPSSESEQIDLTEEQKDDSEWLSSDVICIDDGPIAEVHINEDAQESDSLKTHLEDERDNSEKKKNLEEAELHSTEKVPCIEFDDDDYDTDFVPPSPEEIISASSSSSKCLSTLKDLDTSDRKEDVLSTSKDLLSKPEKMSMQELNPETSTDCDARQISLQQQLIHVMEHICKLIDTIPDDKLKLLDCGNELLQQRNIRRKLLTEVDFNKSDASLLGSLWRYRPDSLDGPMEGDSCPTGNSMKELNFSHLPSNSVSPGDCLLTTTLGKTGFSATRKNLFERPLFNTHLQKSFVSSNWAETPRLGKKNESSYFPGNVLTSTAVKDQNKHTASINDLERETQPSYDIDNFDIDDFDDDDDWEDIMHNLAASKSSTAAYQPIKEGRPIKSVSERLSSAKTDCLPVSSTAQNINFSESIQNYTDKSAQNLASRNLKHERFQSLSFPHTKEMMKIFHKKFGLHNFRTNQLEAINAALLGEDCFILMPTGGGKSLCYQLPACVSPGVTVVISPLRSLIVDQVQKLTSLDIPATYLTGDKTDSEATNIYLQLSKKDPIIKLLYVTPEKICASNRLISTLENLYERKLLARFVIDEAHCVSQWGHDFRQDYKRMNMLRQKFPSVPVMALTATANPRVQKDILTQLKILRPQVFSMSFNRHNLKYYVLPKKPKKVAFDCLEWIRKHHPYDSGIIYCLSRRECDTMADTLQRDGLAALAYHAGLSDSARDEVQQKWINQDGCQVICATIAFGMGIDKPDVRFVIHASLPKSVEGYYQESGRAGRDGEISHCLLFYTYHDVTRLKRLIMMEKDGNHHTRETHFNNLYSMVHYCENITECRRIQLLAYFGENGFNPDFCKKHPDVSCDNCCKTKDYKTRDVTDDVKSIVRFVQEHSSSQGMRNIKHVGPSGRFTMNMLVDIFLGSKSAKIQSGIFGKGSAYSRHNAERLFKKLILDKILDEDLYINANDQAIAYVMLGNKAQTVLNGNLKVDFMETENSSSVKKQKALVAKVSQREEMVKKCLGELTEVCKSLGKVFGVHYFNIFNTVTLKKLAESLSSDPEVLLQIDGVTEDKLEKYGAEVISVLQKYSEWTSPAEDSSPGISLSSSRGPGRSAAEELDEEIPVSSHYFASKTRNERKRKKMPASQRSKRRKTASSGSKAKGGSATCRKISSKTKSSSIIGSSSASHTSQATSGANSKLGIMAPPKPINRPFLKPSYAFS
# POLI inh = inhibitors of human DNA polymerase iota; 390,000 tested, 1% active; Pol iota fluorescent replication assay, 10 min; Potency, µM (titrated, usually from 115 µM), for the others: at the top dose activity, negative = inhibition, usual class: inhibitors; AID 588590
#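 Pol iota at 10 nM preincubated 15 min with compounds at room temperature; reaction started with fluorescent substrate, 50 nM final. Fluorescence read kinetically at 0 and 10 min; buffer-only wells as negative control.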
# GLS inhibitor = inhibitors of human glutaminase (GLS); O94925; 410,000 tested, 0.21% active; Potency, µM (doses to about 45.5 µM), inactives show top-dose activity change, negative = inhibition, usual class: inhibitors; GLS enzymatic activity, qHTS titration; also: % is scaled to controls: 0 for no effect and ±100 for the full control effect
#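 hKGA in 45 mM KH2PO4 pH 8.2, 0.02% Tween-20 with pin-transferred compounds; 1 mM L-glutamine (stock) plus glutamate oxidase/HRP/Amplex Red coupling added. Fluorescence read initially and after 30 min at RT.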
# * marks the source's active call; other numbers are inactive results; i = inactive; ? = inconclusive; . = not tested or not shown; & = joins results of further samples; [ ] = remark or other dose. Unless noted, calls follow the shape of the dose curve; as a rule, active = well fitted curve in the direction sought with a large enough effect; inconclusive = small, poorly fitted or top-dose-only effect, or another doubt; inactive = no such curve, though single readings can be large; an effect the other way counts as inactive or inconclusive. Potency is read from the fitted curve at half-maximal effect. Not all compounds are listed. The share of hits here may be higher or lower than overall.
# Field names: A = Pin1 inhibitor; B = JMJD2A Tudor inh; C = HP1b binding inh; D = Tb PGK inh; E = BAZ2B inh; F = G9a inh; G = BLM helicase inh; H = POLI inh; I = GLS inhibitor
SMILES: CCOc1cccc(C(=O)Nc2cccc(C(C)=O)c2)c1
  A: 1%	B: -17%	C: 16%	D: i	E: 13%	F: -13%[59 µM]	G: -1%	H: 25%	I: 7%

SMILES: COc1ccc(C(O)C(CN2CCOCC2)c2ccccc2)cc1 (stereo unspecified)
  A: -3%	B: -25%	C: 18%	D: 2%	E: -31%	F: -51%	G: -2%	H: -1%	I: 17%

SMILES: CCOc1ccccc1N(CC(=O)NCc1ccco1)C(=O)CCC(=O)Nc1nccs1
  A: 0%	B: -13%	C: 20%	D: -8%	E: -31%	F: 2%	G: 0%	H: 25%	I: -1%

SMILES: O=C(NCCCN1CCOCC1)c1cc2ccccc2cc1O
  A: -8%	B: -22%	C: 22%	D: -10%	E: -10%	F: -14%	G: .	H: 21%	I: 13%

SMILES: CCOc1ccc(OCCC(=O)OCC(=O)Nc2cc(S(=O)(=O)N3CCOCC3)ccc2C)cc1
  A: 2%	B: -25%	C: 25%	D: ?	E: ?	F: ?	G: .	H: -12%	I: -2%

SMILES: COc1ccc(NC(=O)COC(=O)c2cc(S(=O)(=O)N3CCCC3)ccc2O)cc1
  A: -7%	B: -28%	C: 2%	D: i	E: .	F: .	G: .	H: 45%[activator]	I: 0%

SMILES: O=C(NCc1cccc(F)c1F)C1CCC(=O)N(C2CCCCCC2)C1 (stereo unspecified)
  A: 1%	B: -13%	C: 19%	D: -15%	E: 0%	F: .	G: -3%	H: 31%[activator]	I: 3%

SMILES: O=C(Nc1ccccc1)C1CCCN1S(=O)(=O)c1cccs1 (stereo unspecified)
  A: -2%	B: -9%	C: 25%	D: -9%	E: -8%	F: ?	G: .	H: 9%	I: -3%

SMILES: CSc1nc(C)cc(Nc2cccc(C(=O)O)c2)n1
  A: 1%	B: -19%	C: 47%[activator]	D: 0%	E: -24%	F: ?	G: 2%	H: 6%	I: 2%

SMILES: COc1cccc(Nc2nc(C)cc(C)c2C#N)c1
  A: -6%	B: 6%	C: 60%[activator]	D: 0%	E: 14%	F: 6%[59 µM]	G: 3%	H: 0%	I: 7%

SMILES: O=S(=O)(Cc1ccccc1)Cc1cnc(Cl)s1
  A: 6%	B: 7%	C: 50%[activator]	D: 0%	E: -6%	F: -51%	G: -4%	H: 82%[activator]	I: 19%

SMILES: O=C(Nc1ccccc1)c1ccc[n+](Cc2ccc([N+](=O)[O-])cc2)c1
  A: 10%	B: -18%	C: 13%	D: 7%	E: -7%	F: -8%[59 µM]	G: 3%	H: 15%	I: 5%

SMILES: CC(C)(C)c1ccc(-c2nc3c(C#N)c(-c4ccc5c(c4)OCO5)ccn3n2)cc1
  A: 0%	B: 74%[activator]	C: 94%[activator]	D: -9%	E: 32%	F: 29%[59 µM]	G: 1%	H: 10%	I: -4%

SMILES: O=[N+]([O-])c1cccc(/C=N\N=C2c3ccccc3-c3ccccc32)c1O
  A: 14%	B: ?	C: ?	D: -4%	E: 8%	F: ?	G: -4%	H: -12%	I: 7%

SMILES: O=C(NC1CC1)c1cc(OCC(F)(F)F)ccc1OCC(F)(F)F
  A: -6%	B: -10%	C: 33%	D: 3%	E: -5%	F: -36%	G: 0%	H: 63%[activator]	I: -2%

SMILES: CCCCCCOC(=O)C(C#N)c1nc2ccccc2nc1N1CCCCC1 (stereo unspecified)
  A: ?	B: 3%	C: 29%	D: -4%	E: 17%	F: -5%[12.7 µM]	G: 4%	H: 18%	I: 5%

SMILES: CCN1CCN(c2ccc(NC(=O)c3ccco3)cc2Cl)CC1
  A: 0%	B: -3%	C: 5%	D: -12%	E: 1%	F: -16%	G: 2%	H: 36%[activator]	I: 1%

SMILES: O=C(O)C1=C[C@@H](c2ccc(C(F)(F)F)cc2)C[C@@H](OCc2ccc(CO)cc2)O1
  A: 5%	B: -9%	C: 48%[activator]	D: -1%	E: -17%	F: ?	G: -1%	H: 28%	I: 12%

SMILES: CCn1ncc([N+](=O)[O-])c1C(=O)Nc1nc2cccc(C)c2s1
  A: 3%	B: -32%	C: 54%[activator]	D: .	E: -18%	F: ?	G: -2%	H: -1%	I: -5%

SMILES: CS(=O)(=O)c1ccc2nc(NC(=O)c3ccco3)sc2c1
  A: 3%	B: -4%	C: 29%	D: -10%	E: 9%	F: ?	G: 4%	H: 9%	I: 2%

# Part of the list above, reduced to BAZ2B inh, POLI inh and HP1b binding inh:
mol | BAZ2B inh | POLI inh | HP1b binding inh
CCCCCCOC(=O)C(C#N)c1nc2ccccc2nc1N1CCCCC1 (stereo unspecified) | 17% | 18% | 29%
CS(=O)(=O)c1ccc2nc(NC(=O)c3ccco3)sc2c1 | 9% | 9% | 29%

# (list continues)
# Field names: A = Pin1 inhibitor; B = JMJD2A Tudor inh; C = HP1b binding inh; D = Tb PGK inh; E = BAZ2B inh; F = G9a inh; G = BLM helicase inh; H = POLI inh; I = GLS inhibitor
SMILES: COCCn1c(SCC(=O)Nc2ccccc2OC)nc2c(oc3ccccc32)c1=O
  A: 19%	B: -7%	C: 16%	D: 0%	E: -17%	F: -5%	G: 0%	H: -28%	I: 2%

SMILES: COc1cc(C(=O)COC(=O)c2cnc(C)cn2)ccc1OC(F)F
  A: -14%	B: -16%	C: 47%	D: i	E: ?	F: 7%	G: -7%	H: ?	I: -1%

SMILES: Cc1cc(C(=O)NC2CCC(O)CC2)c(C)o1 (stereo unspecified)
  A: 0%	B: -23%	C: 18%	D: -6%	E: .	F: .	G: .	H: 55%[activator]	I: -1%

SMILES: Cc1ccc(CN2CCN(C3CCN(C(=O)Nc4ccc(C)cc4Cl)CC3)C(=O)C2=O)cc1
  A: -11%	B: -11%	C: 21%	D: 0%	E: -6%	F: 2%[59 µM]	G: 1%	H: 18%	I: 4%

SMILES: O=C(c1ccc2c(=O)n(CCc3ccccc3)c(=O)[nH]c2c1)N1CCN(c2ccc(F)cc2)CC1
  A: 0%&0%	B: -21%&-11%	C: -12%&41%	D: -2%&5%	E: -1%&-3%	F: 12%	G: -3%&-1%	H: 26%&3%	I: 11%&0%

SMILES: O=C(NCCCNc1ccc([N+](=O)[O-])cc1)C(F)(F)F
  A: -2%	B: -8%	C: 11%	D: -3%	E: ?	F: ?	G: -6%	H: 16%	I: 4%

SMILES: Cc1ccc(Oc2ncccc2C(=O)NCC(=O)O)cc1
  A: -7%	B: -8%	C: 26%	D: i	E: -3%	F: -3%	G: -6%	H: 158%[activator]	I: 0%

SMILES: CCNS(=O)(=O)c1ccc(CCC(=O)NCc2ccccc2)cc1
  A: 0%	B: -16%	C: 22%	D: -7%	E: -21%	F: ?	G: -3%	H: 30%[activator]	I: 2%

# As a short view, 11 of the compounds above.
# Field names: A = Pin1 inhibitor; B = JMJD2A Tudor inh; C = HP1b binding inh; D = Tb PGK inh; E = BAZ2B inh; F = G9a inh; G = BLM helicase inh; H = POLI inh; I = GLS inhibitor
SMILES: O=C(NC1CC1)c1cc(OCC(F)(F)F)ccc1OCC(F)(F)F
  A: -6%	B: -10%	C: 33%	D: 3%	E: -5%	F: -36%	G: 0%	H: 63%[activator]	I: -2%

SMILES: CCCCCCOC(=O)C(C#N)c1nc2ccccc2nc1N1CCCCC1 (stereo unspecified)
  A: ?	B: 3%	C: 29%	D: -4%	E: 17%	F: -5%[12.7 µM]	G: 4%	H: 18%	I: 5%

SMILES: CCN1CCN(c2ccc(NC(=O)c3ccco3)cc2Cl)CC1
  A: 0%	B: -3%	C: 5%	D: -12%	E: 1%	F: -16%	G: 2%	H: 36%[activator]	I: 1%

SMILES: O=C(O)C1=C[C@@H](c2ccc(C(F)(F)F)cc2)C[C@@H](OCc2ccc(CO)cc2)O1
  A: 5%	B: -9%	C: 48%[activator]	D: -1%	E: -17%	F: ?	G: -1%	H: 28%	I: 12%

SMILES: CCn1ncc([N+](=O)[O-])c1C(=O)Nc1nc2cccc(C)c2s1
  A: 3%	B: -32%	C: 54%[activator]	D: .	E: -18%	F: ?	G: -2%	H: -1%	I: -5%

SMILES: CS(=O)(=O)c1ccc2nc(NC(=O)c3ccco3)sc2c1
  A: 3%	B: -4%	C: 29%	D: -10%	E: 9%	F: ?	G: 4%	H: 9%	I: 2%

SMILES: COCCn1c(SCC(=O)Nc2ccccc2OC)nc2c(oc3ccccc32)c1=O
  A: 19%	B: -7%	C: 16%	D: 0%	E: -17%	F: -5%	G: 0%	H: -28%	I: 2%

SMILES: COc1cc(C(=O)COC(=O)c2cnc(C)cn2)ccc1OC(F)F
  A: -14%	B: -16%	C: 47%	D: i	E: ?	F: 7%	G: -7%	H: ?	I: -1%

SMILES: Cc1cc(C(=O)NC2CCC(O)CC2)c(C)o1 (stereo unspecified)
  A: 0%	B: -23%	C: 18%	D: -6%	E: .	F: .	G: .	H: 55%[activator]	I: -1%

SMILES: Cc1ccc(CN2CCN(C3CCN(C(=O)Nc4ccc(C)cc4Cl)CC3)C(=O)C2=O)cc1
  A: -11%	B: -11%	C: 21%	D: 0%	E: -6%	F: 2%[59 µM]	G: 1%	H: 18%	I: 4%

SMILES: O=C(c1ccc2c(=O)n(CCc3ccccc3)c(=O)[nH]c2c1)N1CCN(c2ccc(F)cc2)CC1
  A: 0%&0%	B: -21%&-11%	C: -12%&41%	D: -2%&5%	E: -1%&-3%	F: 12%	G: -3%&-1%	H: 26%&3%	I: 11%&0%
